# MEKK2mut PB1 HTS = signal of MEK5 binding to mutant human MEKK2 PB1 domain | AID 1530 | 0.35% of 290,000 active | bead flow cytometry, Alexa488-MEK5 binding to MEKK2 mutant | percent response, % at 10 µM; in the data active = percent response above about 24%, passing the limit was not always enough; note: inactives centre near 1; some results filed as inactive read as strong as hits
# VIM-2 inhibitor = blocks Pseudomonas aeruginosa VIM-2 metallo-beta-lactamase; AID 1527; purified VIM-2, nitrocefin hydrolysis, epi-absorbance fluorescence; 0.89% of 290,000 active; inhibition, % at 5.6 µM;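 active = inhibition above the mean of all tested compounds plus 3 SD, cutoff set per screening run, cut at about 7.5% in these data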;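 note: red hydrolysis product quenches plate fluorescence so inhibitors raise well fluorescence; 0% = enzyme with DMSO and 100% = DMSO without enzyme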
# HCV NS3 hel inh = blocks Hepatitis C virus NS3 helicase unwinding. NS3 helicase DNA unwinding, Cy5 molecular beacon fluorescence. inhibition, % at 10.9 µM. 0.56% of 290,000 active;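 active = inhibition above the mean of all tested compounds plus 3 SD, set per campaign, cut at about 35% in these data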;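 note: 0% = DMSO wells and 100% = thioflavine S control wells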
#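 System: NS3 helicase fragment of HCV / Schedule: 1 h at 25 °C / Control set: DMSO alone as 0% and 110 µM thioflavine S as 100% / Reagent: Cy5/quencher beacon DNA duplex and ATP to start / Technique: Cy5 fluorescence / Replication: singlicate / Evaluation: % inhibition of end-to-start signal ratio versus controls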
# NALP1 yeast inh = blocks the NALP1 inflammasome reconstituted in yeast. S. cerevisiae NALP1/ASC/caspase-1 growth, X-gal OD620, 72 h. inhibition, % at 10 µM. 0.61% of 280,000 active; in the data active = inhibition mostly above about 24%, no sharp cut-off; inactive = mostly below about 32%; note: some compounds called inactive have numbers as strong as hits
# FID counter = counter-screen for HCV NS3 helicase inhibitors: DNA intercalator displacement; inhibition, % at 7.9 µM; DNA fluorescent intercalator displacement, fluorescence; 0.17% of 290,000 active; in the data active = inhibition above about 37%;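 note: 0% = vehicle and 100% = reference compound; higher means more ethidium bromide displaced from hairpin DNA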
# MEKK2wt PB1 HTS = raises or lowers MEK5 binding to wildtype human MEKK2 PB1 domain. Q9Y2U5. bead flow cytometry, Alexa488-MEK5 binding to MEKK2 WT; actives lie on both sides. binding response (% of control), % at 10 µM. 1.1% of 290,000 active. AID 1531; in the data active = binding response below about 67% or above about 130%
# IMP-1 inh = blocks Pseudomonas aeruginosa IMP-1 metallo-beta-lactamase; purified IMP-1, nitrocefin hydrolysis, epi-absorbance fluorescence; 0.45% of 290,000 active; inhibition, % at 5.6 µM;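 active = inhibition above the mean plus 3 SD of all compounds in the same screening run, cut at about 4.5% in these data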;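 note: 0% = IMP-1 with DMSO and 100% = DMSO wells lacking enzyme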
#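 System: Purified recombinant IMP-1 metallo-beta-lactamase enzyme | Measured by: Fluorescence quenching readout, ex 480/em 530 nm | Replication: Singlicate | Incubation: 15 min preincubation plus 25 min reaction at 25 °C | Evaluation: Percent inhibition from optical density relative to buffer-blank wells | Benchmarks: DMSO with and without IMP-1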
# M18AAP inhibitor = blocks P. falciparum M18 aspartyl aminopeptidase | recombinant PfM18AAP, H-Glu-NHMec fluorogenic cleavage | inhibition, % at 7.35 µM | 1.2% of 290,000 active;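 active = inhibition above the campaign mean inhibition over all tested compounds plus 3 SD, cut at about 28% in these data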;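 note: 0% = plate median of test compound wells and 100% = 2 mM ZnCl2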
# UBC9 SUMO inh = inhibitors of human SUMOylation (UBC9). HTRF SUMOylation assay, SAE1/SAE2 + UBC9, in vitro. inhibition, % at 35 µM. 0.36% of 290,000 active. AID 2006; in the data active = inhibition above about 50%, passing the limit was not always enough; note: strong numbers were not always called active
# Target sequence (P63279 whole entry, looked up): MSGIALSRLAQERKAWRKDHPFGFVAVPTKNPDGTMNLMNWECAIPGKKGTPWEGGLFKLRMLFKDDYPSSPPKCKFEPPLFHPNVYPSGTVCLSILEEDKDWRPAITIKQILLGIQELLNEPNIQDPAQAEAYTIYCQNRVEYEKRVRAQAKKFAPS
# An asterisk follows results filed as active; nt = no result given.
1: Cc1cccc(NC2CCCCC2NS(=O)(=O)c2ccccc2)c1 (stereo not drawn)
2: O=C1CCCc2ccccc2N1
3: Nc1cc(=O)[nH]c(SCC(=O)Nc2cc([N+](=O)[O-])ccc2Cl)n1
4: O=C(/C=C/c1cccc([N+](=O)[O-])c1)N1CC[C@@]2(O)CCCC[C@H]2C1
5: CC1COc2ccccc2N1C(=O)c1ccc(F)cc1 (stereo not drawn)
6: O=C(/C=C/c1ccc([N+](=O)[O-])cc1)OCc1cnc(-c2ccccc2)o1
7: CCCC1(C(=O)OC)NC(c2ccc(OC)c(OC)c2)C2C(=O)N(c3ccc4c(c3)OCO4)C(=O)C21 (stereo not drawn)
8: COc1nc(OC)nc(N2CCC(C(=O)NCc3ccco3)CC2)n1

Compound	1	2	3	4	5	6	7	8
MEKK2mut PB1 HTS	-5	3	4	4	1	-9	0	-4
VIM-2 inhibitor	0.6	1.2	-3.1	-3.8	-1.1	-3.0	-2.2	1.3
HCV NS3 hel inh	-17	-8	4	8	-14	0	-2	1
NALP1 yeast inh	-5	21	19	nt	2	-3	-6	-3
FID counter	-8	1	-3	-15	-8	-3	-15	2
MEKK2wt PB1 HTS	97	107	117	101	103	93	95	92
IMP-1 inh	-1.1	-0.2	-2.5	-2.6	-0.3	-2.2	-4.0	-1.9
M18AAP inhibitor	3	-6	-4	4	-13	4	5	-7
UBC9 SUMO inh	-3	8	16	31	18	1	14	3

9: COC(=O)c1cc(OC)c(OC)cc1NC(=S)N1CCCC1
10: O=C(O)CCc1nc(-c2ccccc2Cl)no1
11: O=C(NCc1ccccn1)Nc1cccc(NC(=O)NCc2ccccn2)c1
12: CC(NC(=O)C1CCC(=O)N1Cc1ccc(F)cc1)c1ccc2c(c1)OCCO2 (stereo not drawn)
13: Cc1cccc2nc(CSc3nnc4ccccn34)cn12
14: COCC(=O)NNC(=O)c1ccc(OC)cc1
15: CN1CCN(c2ccc([N+](=O)[O-])cc2NC(=O)c2ccccc2Cl)CC1
16: Cc1ccc(O)c(NC(=O)C2=CC(c3cccs3)=NS(=O)(=O)N2C)c1

Compound	9	10	11	12	13	14	15	16
MEKK2mut PB1 HTS	-4	-11	2	14	-2	0	1	-4
VIM-2 inhibitor	-3.8	-2.7	-1.3	-5.6	-1.1	-2.4	-2.0	-0.3
HCV NS3 hel inh	6	-4	5	1	4	1	-3	14
NALP1 yeast inh	3	18	6	2	nt	4	30	1
FID counter	-6	1	-6	-6	-2	-7	13	1
MEKK2wt PB1 HTS	97	89	106	107	100	105	98	96
IMP-1 inh	-3.3	-4.0	-3.9	-2.7	-6.8	-2.3	1.3	-2.0
M18AAP inhibitor	-5	0	-3	0	1	3	2	5
UBC9 SUMO inh	-15	4	20	-2	-13	3	-8	5

17: O=C(NCCc1cccs1)C1CC(c2c(Cl)cccc2Cl)=NO1 (stereo not drawn)
18: COc1ccc(C(=O)NNS(=O)(=O)c2ccccc2)cc1OC
19: CN(C)CCn1c(=O)n(-c2ccc(F)cc2)c(=O)c2c3c(sc21)CCCCC3
20: COc1ccc(C2=NN(S(C)(=O)=O)C(c3cccs3)C2)cc1 (stereo not drawn)
21: Cc1ccc(Sc2cc(C(=O)c3ccccc3C(=O)O)ccc2[N+](=O)[O-])cc1
22: O=C(Nc1ccccc1Cl)C1CC(=O)n2c(nc3ccccc32)N1 (stereo not drawn)
23: O=C(NCCc1nnc2ccc(SCC(=O)N3CCCC3)nn12)c1ccccc1
24: O=c1cc(COc2ncnc3c(Cl)cc(Cl)cc23)nc2sccn12

Compound	17	18	19	20	21	22	23	24
MEKK2mut PB1 HTS	-3	-1	7	-4	7	-6	1	1
VIM-2 inhibitor	-1.1	1.2	-2.7	-3.0	-4.0	-1.4	-1.2	-0.3
HCV NS3 hel inh	-2	10	-23	-11	-11	-12	-6	-4
NALP1 yeast inh	-24	24	12	12	10	-4	5	3
FID counter	-15	2	16	-15	13	0	-12	1
MEKK2wt PB1 HTS	96	103	108	82	95	97	104	97
IMP-1 inh	-1.4	1.1	-3.6	-1.2	-3.2	-1.9	1.0	-2.5
M18AAP inhibitor	0	6	1	1	-4	-15	-2	-1
UBC9 SUMO inh	21	7	-8	-3	15	-9	18	9

25: O=C1Nc2cc(C(=O)NCCN3CCCCCC3)ccc2S/C1=C\c1ccccc1
26: COc1ccc(S(=O)(=O)N2CCOCC2)c2ccccc12
27: Cc1ccc(-c2nc3cc(NC(=O)C(C)C)ccc3o2)cc1
28: Cc1ccc2nc(N/C(=N/S(=O)(=O)c3ccc(F)cc3F)c3ccccc3)sc2c1
29: COc1ccc(OC)c(-n2nnnc2SCC(=O)Nc2nc(C)c(C)s2)c1
30: O=C(Nc1cnn(Cc2ccc(Cl)cc2)c1)c1ccc([N+](=O)[O-])cc1
31: C=CCNC(=O)[C@H]1N2C(=O)c3ccccc3C2SC1(C)C (stereo partly drawn)
32: O=C(C1CCN(c2nc(-c3ccccc3)nc3c2CCC3)CC1)N1CCCC1

Compound	25	26	27	28	29	30	31	32
MEKK2mut PB1 HTS	43*	-6	11	-3	1	-2	2	1
VIM-2 inhibitor	3.8	3.7	3.6	-0.9	1.1	-4.5	-1.0	0.6
HCV NS3 hel inh	-22	7	-3	-14	4	-22	9	-2
NALP1 yeast inh	26	20	nt	3	10	-3	14	11
FID counter	21	-23	-8	-25	-3	6	-9	-25
MEKK2wt PB1 HTS	219*	99	97	87	101	98	101	97
IMP-1 inh	-2.7	2.2	-1.1	0.1	-2.5	-2.6	-1.6	-2.8
M18AAP inhibitor	-1	-4	1	-5	0	9	-2	2
UBC9 SUMO inh	4	-16	23	10	16	-56	-6	-3

33: CCOC(=O)c1cnc(N2CCN(c3ccccc3)CC2)[nH]c1=O
34: CCCCCc1c(C)nc(N2CCc3ccccc3C2)[nH]c1=O
35: Cc1cccc(N2CSC3=C(C#N)C(c4ccc(C)o4)CC(=O)N3C2)c1 (stereo not drawn)
36: COc1cc(NC(=O)c2sc3ncn(CC(=O)N4CCC(C)CC4)c(=O)c3c2C)cc(OC)c1OC
37: Cc1ccc(-c2nnc3ccc(SCC(=O)N4CCc5ccccc54)nn23)cc1
38: COc1cccc(C(=O)N2CCC(O)(c3cccnc3)CC2)c1
39: C#CCNC(=O)C1=C[C@@H](c2coc3ccccc3c2=O)[C@H](CCCO)[C@@H](OCC)O1
40: O=C(NNC1=NCCCCC1)c1cccc([N+](=O)[O-])c1

Compound	33	34	35	36	37	38	39	40
MEKK2mut PB1 HTS	-5	5	-3	4	3	-10	4	-6
VIM-2 inhibitor	-2.4	1.4	-1.0	-7.5	-1.5	0.5	-1.9	-1.2
HCV NS3 hel inh	5	-1	20	-6	1	-7	1	5
NALP1 yeast inh	1	20	-28	-2	3	-2	6	-1
FID counter	-7	-1	-18	-68	-1	10	-22	-1
MEKK2wt PB1 HTS	98	107	97	107	115	97	99	96
IMP-1 inh	0.6	-3.5	-1.9	-3.1	-2.0	-0.4	-2.1	-2.8
M18AAP inhibitor	-1	-4	33*	4	1	8	-1	-14
UBC9 SUMO inh	2	-2	78*	-2	20	6	11	4

41: COc1cccc(CN2CC(C(=O)NCCSc3nnnn3C)CCC2=O)c1 (stereo not drawn)
42: O=C(O)c1cc(-c2ccc(Cl)c(Cl)c2)n(-c2ccc(F)cc2)n1
43: O=C(Cn1nnc(-c2ccccc2)n1)OC1CCOC1=O (stereo not drawn)
44: COc1ccc2c(C)cc(SCC(=O)Nc3c(C)n(C)n(-c4ccccc4)c3=O)nc2c1
45: CN(C(=O)COC(=O)COc1ccccc1F)C1CCS(=O)(=O)C1 (stereo not drawn)
46: CCN(CC)CCCNC(=O)c1c(O)c2cc(F)cc3c2n(c1=O)C(C)CC3 (stereo not drawn)
47: Cc1ccc(S(=O)(=O)NCC(=O)N2CCOCCOCCOCC2)cc1
48: O=C(CSc1nc2ccccc2c(=O)n1-c1ccc(F)cc1)Nc1ccc(Cl)c(S(=O)(=O)N2CCOCC2)c1

Compound	41	42	43	44	45	46	47	48
MEKK2mut PB1 HTS	0	5	-10	4	6	18	6	-1
VIM-2 inhibitor	-3.6	-1.2	-3.7	-2.7	-1.2	8.4*	-3.8	-1.4
HCV NS3 hel inh	0	18	4	-10	7	-60	7	-17
NALP1 yeast inh	21	4	8	22	-6	24	13	32
FID counter	-10	-25	5	-32	0	14	-5	-25
MEKK2wt PB1 HTS	103	106	87	100	110	129	98	96
IMP-1 inh	-1.9	-5.0	-4.9	-0.5	-4.5	-2.6	-4.4	-3.2
M18AAP inhibitor	-4	1	0	-8	-17	-14	-7	3
UBC9 SUMO inh	2	2	9	16	7	22	12	39

49: CCc1cc(C(=O)OC)c(NC(=O)CC2Nc3cc(C)c(C)cc3NC2=O)s1 (stereo not drawn)
50: COCCNC(=O)Cn1ccc2cc(S(=O)(=O)N3CCCCCC3)ccc21
51: Oc1ccc2ccccc2c1N=Nc1ccccc1F
52: CSc1ccccc1C(=O)N1CCN(c2cccc(Cl)c2)CC1

Compound	49	50	51	52
MEKK2mut PB1 HTS	-2	1	-5	2
VIM-2 inhibitor	-1.3	-0.8	-3.1	-1.0
HCV NS3 hel inh	-2	-3	-1	3
NALP1 yeast inh	10	15	-3	-9
FID counter	-1	-11	1	-28
MEKK2wt PB1 HTS	93	103	101	108
IMP-1 inh	-2.2	0.1	-4.2	-2.6
M18AAP inhibitor	6	-6	0	4
UBC9 SUMO inh	-6	11	-10	-18

# Among those listed so far, these have fluorine.
5: CC1COc2ccccc2N1C(=O)c1ccc(F)cc1 (stereo not drawn)
12: CC(NC(=O)C1CCC(=O)N1Cc1ccc(F)cc1)c1ccc2c(c1)OCCO2 (stereo not drawn)
19: CN(C)CCn1c(=O)n(-c2ccc(F)cc2)c(=O)c2c3c(sc21)CCCCC3
28: Cc1ccc2nc(N/C(=N/S(=O)(=O)c3ccc(F)cc3F)c3ccccc3)sc2c1
42: O=C(O)c1cc(-c2ccc(Cl)c(Cl)c2)n(-c2ccc(F)cc2)n1
45: CN(C(=O)COC(=O)COc1ccccc1F)C1CCS(=O)(=O)C1 (stereo not drawn)
46: CCN(CC)CCCNC(=O)c1c(O)c2cc(F)cc3c2n(c1=O)C(C)CC3 (stereo not drawn)
48: O=C(CSc1nc2ccccc2c(=O)n1-c1ccc(F)cc1)Nc1ccc(Cl)c(S(=O)(=O)N2CCOCC2)c1
51: Oc1ccc2ccccc2c1N=Nc1ccccc1F

Compound	5	12	19	28	42	45	46	48	51
MEKK2mut PB1 HTS	1	14	7	-3	5	6	18	-1	-5
VIM-2 inhibitor	-1.1	-5.6	-2.7	-0.9	-1.2	-1.2	8.4*	-1.4	-3.1
HCV NS3 hel inh	-14	1	-23	-14	18	7	-60	-17	-1
NALP1 yeast inh	2	2	12	3	4	-6	24	32	-3
FID counter	-8	-6	16	-25	-25	0	14	-25	1
MEKK2wt PB1 HTS	103	107	108	87	106	110	129	96	101
IMP-1 inh	-0.3	-2.7	-3.6	0.1	-5.0	-4.5	-2.6	-3.2	-4.2
M18AAP inhibitor	-13	0	1	-5	1	-17	-14	3	0
UBC9 SUMO inh	18	-2	-8	10	2	7	22	39	-10

# From PubChem
